NR1D1 modulator: modulators of Rev-erb alpha DNA binding, primary screen, biochemical, FITC-DNA, fluorescence polarization, uHTS; hit rate 0.79% among 370,000; activity, % at 10 µM; Rev-erbα–FITC-DNA binding, 90 min;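 active means activity above about 14%, limit read from the data; passing the limit was not always enough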;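 further: 0% = DMSO wells with 35 nM protein and 100% = DMSO wells with 750 nM protein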
MBD2 inh: inhibitors of MBD2 binding to methylated DNA, primary screen, biochemical, TR-FRET, DNA-binding domain, human | Methyl-CpG-binding domain protein 2 (Homo sapiens), Q9UBB5 | MBD2 binding to methylated oligonucleotide | inhibition, % at 4.4 µM | hit rate 0.31% among 370,000 | AID 686964, 2013; in the data active means inhibition above about 13%
hcDAF12 agonist: H. contortus DAF-12 nuclear receptor activators, primary screen, cell-based, luminescence, HEK293, lit1-tk-luc reporter | HEK293 hcDAF-12 lit1-tk-luc reporter; 0% DMSO, 100% Δ7-dafachronic acid | activation, % at 6.8 µM | hit rate 1.4% among 370,000;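 active means activation above the mean of all tested compounds plus 3 SD, cut at about 5.5% in these data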;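 further: 100% = response to 3 µM Δ7-dafachronic acid high control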
PLCb3 inh: human PLC-beta3 inhibitors, primary screen, biochemical, fluorescence. Purified PLC-beta3, fluorogenic substrate. inhibition, % at 12.2 µM. hit rate 0.18% among 370,000. AID 720704, 2013; in the data active means inhibition above about 11%;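 further: 0% = median of compound wells on plate and 100% = full blocker control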
ssDAF12 agonist: S. stercoralis DAF-12 nuclear receptor activators, primary screen, cell-based, luminescence, HEK293, GRIP1 co-expression, lit1-tk-luc | Nuclear hormone receptor DAF-12 (Strongyloides stercoralis) | HEK293 ssDAF-12/GRIP1 lit1-tk-luc reporter; % of 3 µM dafachronic acid response | activation, % at 6.8 µM | hit rate 1% among 370,000;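 active means activation above the mean over all tested compounds plus 3 SD, cut at about 0.9% in these data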;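 further: 0% = DMSO-only wells and 100% = 3 µM delta7-dafachronic acid wells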
SMARCA2 act: SMARCA2 (BRM) function activators, primary screen, cell-based, luminescence, high throughput. MG213 cells, MMTV-luciferase reporter, dexamethasone, overnight. hit rate 1% among 370,000. activation, % at 9.1 µM; in the data active means activation above about 7.8%;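 further: 0% = vehicle wells and 100% = reference activator wells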
DAX1 inh-1: DAX1 (NR0B1) inhibitors on StAR promoter, primary screen, cell-based, luminescence, SF-1 (NR5A1), full-length DAX-1 | hit rate 1.1% among 370,000 | inhibition, % at 6.8 µM | HEK293T StAR-luciferase reporter, SF-1/DAX-1 repression relief | AID 652010, 2013;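 active means inhibition above the mean over all tested compounds plus 3 SD, cut at about 3.6% in these data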;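 further: 0% = DAX-1 cells with DMSO and 100% = cells lacking DAX-1 with DMSO; higher inhibition means more luminescence from relief of DAX-1 repression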
PLCg1 inh: PLC-gamma1 enzyme inhibitors, primary screen, biochemical, fluorescence, purified enzyme; inhibition, % at 12.2 µM; hit rate 0.84% among 370,000; 1-phosphatidylinositol 4,5-bisphosphate phosphodiesterase gamma-1 (Homo sapiens), P19174; fluorogenic substrate; in the data active means inhibition above about 9.5%
Target sequence (P19174 whole entry, looked up): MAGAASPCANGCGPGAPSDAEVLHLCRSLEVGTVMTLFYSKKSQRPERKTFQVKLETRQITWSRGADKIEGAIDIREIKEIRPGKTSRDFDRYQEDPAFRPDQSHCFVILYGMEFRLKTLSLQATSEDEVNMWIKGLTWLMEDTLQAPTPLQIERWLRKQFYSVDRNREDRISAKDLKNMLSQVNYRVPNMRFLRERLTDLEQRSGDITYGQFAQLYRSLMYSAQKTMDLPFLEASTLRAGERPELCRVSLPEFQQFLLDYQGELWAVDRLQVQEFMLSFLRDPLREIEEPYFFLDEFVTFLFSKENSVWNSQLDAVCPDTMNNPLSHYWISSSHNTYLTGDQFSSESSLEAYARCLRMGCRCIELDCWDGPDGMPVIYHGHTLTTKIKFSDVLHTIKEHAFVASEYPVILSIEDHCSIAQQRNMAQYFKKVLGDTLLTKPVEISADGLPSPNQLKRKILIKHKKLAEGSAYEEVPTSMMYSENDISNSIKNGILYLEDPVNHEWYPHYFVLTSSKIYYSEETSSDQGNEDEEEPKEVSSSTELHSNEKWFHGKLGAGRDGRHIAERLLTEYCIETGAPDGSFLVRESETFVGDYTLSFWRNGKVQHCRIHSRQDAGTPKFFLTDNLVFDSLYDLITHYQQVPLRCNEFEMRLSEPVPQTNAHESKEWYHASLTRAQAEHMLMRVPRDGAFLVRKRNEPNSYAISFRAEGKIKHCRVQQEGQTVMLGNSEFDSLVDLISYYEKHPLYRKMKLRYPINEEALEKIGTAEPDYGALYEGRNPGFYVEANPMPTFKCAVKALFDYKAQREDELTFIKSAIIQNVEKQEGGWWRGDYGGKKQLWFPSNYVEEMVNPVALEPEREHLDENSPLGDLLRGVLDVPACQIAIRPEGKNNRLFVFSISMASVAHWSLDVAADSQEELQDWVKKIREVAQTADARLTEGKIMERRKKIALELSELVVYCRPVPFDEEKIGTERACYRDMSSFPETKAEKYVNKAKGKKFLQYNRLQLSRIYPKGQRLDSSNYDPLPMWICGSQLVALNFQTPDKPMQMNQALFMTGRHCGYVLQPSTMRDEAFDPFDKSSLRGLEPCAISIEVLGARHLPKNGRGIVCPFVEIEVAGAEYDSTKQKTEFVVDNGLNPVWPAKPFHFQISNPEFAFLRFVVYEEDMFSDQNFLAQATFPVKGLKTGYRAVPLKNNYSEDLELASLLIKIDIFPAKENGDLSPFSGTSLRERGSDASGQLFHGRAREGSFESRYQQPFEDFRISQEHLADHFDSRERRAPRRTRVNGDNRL
ADAM17 inh: ADAM17 inhibitors, primary screen, biochemical, QFRET; Disintegrin and metalloproteinase domain-containing protein 17 (Homo sapiens), P78536; recombinant ADAM17, EDANS/DABCYL FRET peptide cleavage; inhibition, % at 6.95 µM; hit rate 0.83% among 370,000;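 active means inhibition above the mean of compounds lying between control limits plus 3 SD, set per campaign, cut at about 8.5% in these data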;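 further: 0% = DMSO-only wells as the low control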
DAX1 inh-2: DAX1 (NR0B1) inhibitors, primary screen, cell-based, HEK293, Gal4-DAX1, luciferase luminescence; Nuclear receptor subfamily 0 group B member 1 (Homo sapiens), P51843; HEK293 Gal4-DAX1 luciferase reporter; inhibition, % at 6.75 µM; hit rate 0.99% among 340,000; AID 504766, 2011;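 active means inhibition above the mean over all tested compounds plus 3 SD, cut at about 4.2% in these data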;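 further: 0% = DAX1-transfected cells with DMSO and 100% = empty-vector control cells with DMSO; inhibition shows as a rise in luminescence from relieved DAX1 repression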
hgDAF12 agonist: H. glycines DAF-12 receptor agonists, primary screen, cell-based, luminescence, HEK293, GAL4 fusion, UAS-luciferase; Nuclear hormone receptor DAF-12 (Heterodera glycines), GAL4 fusion; HEK293 GAL4-hgDAF12 UAS-luciferase reporter, agonist luminescence; normalized to butyrate control; activation, % at 6.8 µM; hit rate 1.8% among 370,000;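 active means activation above a cutoff set at the mean of all screened compounds plus 3 SD, cut at about 10% in these data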;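 further: 0% = DMSO wells and 100% = sodium butyrate wells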
* hit, by the source's call; . = no result given.

SMILES	NR1D1 modulator	MBD2 inh	hcDAF12 agonist	PLCb3 inh	ssDAF12 agonist	SMARCA2 act	DAX1 inh-1	PLCg1 inh	ADAM17 inh	DAX1 inh-2	hgDAF12 agonist
COc1ccc(OCC(=O)NC(=S)Nc2ccc3c4c(cccc24)CC3)cc1	1	-3	-0.5	0	-0.8	-1	-0.6	3	-2	-0.1	-1.2
Cc1c(C(=O)NCc2ccccc2C(F)(F)F)sc(=O)n1Cc1ccc2c(c1)OCO2	-7	-1	0.5	0	-1.1	0	-1.2	-2	-2	.	0.6
COc1ccc(CNc2nc(-c3cccnc3)nn2C(=O)CC(C)C)cc1	7	2	-1.0	1	-1.7	-6	-0.1	1	-2	1.8	-3.4
CC(C)CN(C(=O)COC(=O)c1ccc(Cl)nc1)c1c(N)n(Cc2ccccc2)c(=O)[nH]c1=O	-2	0	-1.5	1	-0.8	-3	-0.8	5	-1	1.0	-1.3
C[C@H]1COc2c3ccc(I)cc3nn21	2	7	0.4	0	0.2	1	1.7	-1	-3	.	5.7
O=C(c1ccc(S(=O)(=O)N2CCOCC2)cc1)N1CCN(c2ccccn2)CC1	-1	1	-0.8	0	-1.6	0	0.3	1	-3	2.2	2.9
CN(C(=O)c1ccc2c(c1)OCO2)C1CCS(=O)(=O)C1 (centres undefined)	-4	-7	-0.4	-1	-0.8	0	0.7	3	5	1.4	0.1
Cc1cnc(C(=O)Oc2ccc(-c3ccccc3)cc2)cn1	4	-4	0.5	-9	-0.4	2	0.2	3	-3	-2.2	0.3
Cc1cc(O)cc(=O)n1-c1ccc(Cl)c(C(F)(F)F)c1	-7	-1	0.8	2	-1.0	3	0.1	-1	-1	.	-0.8
CCOc1cc(C(=O)NCCN2C(=O)S/C(=C\c3cccnc3)C2=O)cc(OCC)c1OCC	1	1	0.6	1	-1.8	4	-0.8	-2	2	-1.1	-0.5
O=C(N/N=C/c1c[nH]c2ccc(Br)cc12)c1ccncc1	7	-3	0.5	-7	-1.6	-3	-0.5	-10	0	-1.4	-1.5
O=C(C1CC(=O)N(c2ccc3c(c2)OCCO3)C1)N1CCN(c2ccccc2O)CC1 (centres undefined)	-7	2	1.0	-5	-1.1	0	-2.0	0	0	-0.2	-3.1
COc1cc(C(=O)NC(=S)Nc2ccc([N+](=O)[O-])cc2)cc(OC)c1OC	-2	-6	-0.7	2	-1.4	1	-0.8	2	0	0.6	0.5
C=CCCC(=O)N1CCC(CCC(=O)NC2CC2)CC1	5	-1	0.7	-6	-1.4	-3	0.2	-1	0	0.3	-0.8
CCCC(=O)Oc1ccc(N(C(=O)CCC)S(=O)(=O)c2cccc([N+](=O)[O-])c2)cc1	1	17*	0.4	-8	-0.3	-2	-0.4	0	-4	0.1	-1.0
COc1ccccc1/C=N/N1C(=O)C(CC(=O)Nc2ccc([N+](=O)[O-])cc2OC)SC1=Nc1cccc(C)c1C (centres undefined)	2	-4	-1.6	-6	-1.4	-2	-2.4	-1	-3	.	2.8
CC1CC(C)(C)NC2(CCCC2)N1 (centres undefined)	5	7	0.0	0	-1.4	-1	0.3	0	-8	2.3	3.6
CCOC(=O)Cn1ccc(NC(=O)c2ccc(F)cc2)n1	-5	6	-1.1	-4	-1.0	1	-0.1	2	1	-0.3	3.8
Cc1ccc2c(c1)C(=O)C(=O)N2CC(=O)OC(C)C	-1	-5	-1.5	0	-1.2	-1	-0.2	0	-1	2.5	0.5
COC(C[C@H]1O[C@@H]1C(=O)COCc1ccccc1)OC	1	-1	-0.6	5	-1.0	0	0.3	6	2	.	-0.1
O=C(CCCCCn1c(=S)[nH]c2cc3c(cc2c1=O)OCO3)N1CCN(c2ccc(F)cc2)CC1	4	6	-1.7	-5	-1.7	-1	0.9	2	-4	0.2	0.6
Cc1[nH]c2ccccc2c1C(=O)C(=O)NCCCn1ccnc1	2	-3	-0.3	-5	-1.1	-1	0.1	3	-5	1.2	-2.2
O=C(O)CCC(=O)Nc1ccccc1C(=O)NCc1ccco1	1	6	-0.8	-8	-0.9	-1	-0.6	-7	-8	0.5	-1.0
O=C(CCS(=O)(=O)c1cccc2nsnc12)N1CCN(C(=O)c2ccco2)CC1	-3	-2	-2.0	2	-1.0	-2	0.3	2	-1	2.0	-2.7
O=C1c2ccccc2C(c2nnnn2-c2ccc3c(c2)OCCO3)N1Cc1cccs1 (centres undefined)	1	4	-1.6	0	-0.8	-3	-0.6	3	-4	.	0.0
Oc1ccc(CNc2ccccc2C(F)(F)F)c2cccnc12	7	-2	-1.6	-5	-1.1	.	.	-4	1	.	-2.7
CCN(CC)C(=O)CSc1n[nH]c(=S)n1N	-2	-6	-1.6	-3	-1.3	-1	-1.2	0	-1	0.0	-3.9
O=C(COc1ccccc1[N+](=O)[O-])N/N=C/c1ccncc1	-5	1	-0.2	1	-0.7	-1	-0.1	5	-2	-0.7	1.9
Cc1ccccc1C(=O)N1CCC(C(=O)Nc2ccc(S(=O)(=O)N3CCCC3)cc2)CC1	-1	-6	-1.3	5	-1.6	-2	-1.5	2	0	-1.7	-0.6
Cc1ccsc1C(=O)Nc1cccc(S(=O)(=O)N(C)C)c1	3	0	-2.1	0	-1.5	-2	0.4	-3	2	-0.5	-0.9
C[C@]12C(=O)N(c3ccc(F)cc3)C(=O)N1[C@H]1c3ccccc3OC[C@@H]1[C@H]2c1ccccc1	2	-3	-0.4	3	-1.7	0	-0.4	2	5	0.1	2.5
CC(C)[C@H](NC(=O)OCc1ccccc1)C(=O)OCC(=O)NC1(C#N)CCCC1	-1	1	3.4	-6	-1.0	7	0.0	-2	-3	-0.1	2.7
CC(=O)Nc1ccc(NC(=O)CCC(=O)OCC(=O)c2ccc(F)cc2)cc1	1	-3	-1.2	-2	-0.9	0	-0.1	-1	-2	0.2	-0.3
Cc1cc2cc3c(cc2nc1SCC(=O)N1CCN(C(=O)c2ccco2)CC1)OCO3	0	-4	-0.9	-3	-0.6	0	-0.3	1	-1	1.4	0.4
CCc1nnc(NC(=O)[C@@H](NC(=O)c2ccc(C(C)(C)C)cc2)C(C)C)s1	4	-3	-1.4	-1	-1.5	-3	-0.1	1	2	0.8	-2.0
Cc1cc([N+](=O)[O-])c(=O)[nH]c1C	-5	5	0.6	1	-0.8	3	0.4	2	-8	2.1	-1.4
O=C(NCc1nc2ccccc2[nH]1)C1=C[C@H](c2coc3ccccc3c2=O)C[C@H](OCCCCO)O1	0	10	0.5	0	-1.1	-1	1.2	2	-2	-1.0	-3.0
CCCCN1CC(=O)N2Cc3[nH]c4ccccc4c3C[C@H]2C1=O	3	9	-2.3	-47	-1.2	-3	-0.4	-35	-12	-1.1	-0.7
Cc1cnc(NC(=O)CCCc2nc3ccccc3s2)s1	-3	2	10*	-6	5.3*	27*	-1.2	-11	-3	2.7	12*
Cc1cccc(OCC(O)Cn2c(NCc3cccnc3)nc3c2c(=O)[nH]c(=O)n3C)c1 (centres undefined)	2	-1	-1.0	6	-1.5	-1	0.2	5	5	-0.9	-2.0
CC1(C)CC(=O)C(/C=N/n2cnc3ccccc3c2=O)=C(O)C1	-3	-1	-0.1	-2	-1.3	-1	-0.6	-5	-7	-0.1	2.6
COc1ccc(S(=O)(=O)N(C)C2CCS(=O)(=O)C2)cc1OC (centres undefined)	3	1	0.7	4	-0.7	0	0.7	2	2	0.2	-0.4
COC(=O)c1sc(=S)n(-c2ccccc2OC)c1N	-6	7	-0.8	1	-1.6	-6	0.3	0	-3	0.0	-1.8
Cc1ccc(S(=O)(=O)NNc2nc3ccccc3nc2C(F)(F)F)cc1	-1	-6	-1.4	-29	-0.9	-2	0.4	-37	-23	-0.6	1.1
O=C(CCS(=O)(=O)c1ccccc1Cl)NCCC1=CCCCC1	1	-6	2.1	0	-1.1	4	2.9	-1	1	1.2	1.8
COc1cccc(CNC(=O)CSCC(=O)Nc2cc(C)on2)c1	-6	-4	-1.3	-10	-1.3	1	-2.1	-6	-4	0.3	1.4
CCc1nc2ccc(C(=O)NCCc3ccc(OC)c(OC)c3)cc2nc1CC	-3	-1	-3.7	-7	-1.5	-1	-3.7	-1	0	0.5	-1.2
COCC(C)n1c(C)cc(C(=O)COC(=O)c2ccc3ncsc3c2)c1C (centres undefined)	6	-1	-1.2	0	-0.8	2	-0.1	2	1	-1.1	-0.3
Cc1ccc(NS(=O)(=O)c2c(C)[nH]c(C)c2C(=O)N2CCCCC2)c(C)c1	-4	-5	-0.8	1	-0.8	1	0.9	4	-1	-0.1	-0.8
Cc1ccccc1OCCC(=O)N1CCN(S(=O)(=O)c2ccc(Cl)cc2)CC1	-3	-7	-0.7	0	-0.2	1	0.9	8	6	-0.8	-2.5
COc1ccc(C(=O)NC(=S)Nc2ccc3oc(=O)ccc3c2)cc1	4	1	-2.8	1	-1.7	2	-0.6	2	1	-0.7	0.6
COc1ccc(N2CCN(C(=O)c3cccc4nc(C)oc34)CC2)cc1	-1	5	-1.7	-2	-1.8	-4	-1.0	-1	-6	-0.8	-2.1
Cc1nc(NC(=O)CSc2nnc(C3CC3)n2C)sc1C(=O)N(C)C	-2	1	1.7	-9	-0.9	-1	1.6	-1	-3	0.6	0.9
CCOC(=O)c1c(C)oc2ccc(O)c(CN(C)C)c12	-2	-1	-0.8	0	-1.3	-1	0.7	3	-4	1.7	-2.0
CCCC(=O)c1ccc(N2CCN(C(=O)c3ccccc3)CC2)c(F)c1	-3	-7	-2.3	-2	-0.4	0	0.3	6	3	-1.0	-0.5
Cc1ccc(-n2nnnc2SC(C(=O)c2c[nH]c3ccccc23)c2ccccc2)cc1 (centres undefined)	6	-3	1.6	3	-1.4	-1	-0.5	3	1	1.4	1.3
O=C(NCCCc1ccccc1)Nc1cccc(Cl)c1	3	1	-1.3	2	-1.3	-1	-0.3	2	3	-0.3	2.6

Another view of 2 compounds above.
| compound | NR1D1 modulator | MBD2 inh | hcDAF12 agonist | PLCb3 inh | ssDAF12 agonist | SMARCA2 act | DAX1 inh-1 | PLCg1 inh | ADAM17 inh | DAX1 inh-2 | hgDAF12 agonist |
| --- | --- | --- | --- | --- | --- | --- | --- | --- | --- | --- | --- |
| CCCC(=O)c1ccc(N2CCN(C(=O)c3ccccc3)CC2)c(F)c1 | -3 | -7 | -2.3 | -2 | -0.4 | 0 | 0.3 | 6 | 3 | -1.0 | -0.5 |
| Cc1ccc(-n2nnnc2SC(C(=O)c2c[nH]c3ccccc23)c2ccccc2)cc1 (centres undefined) | 6 | -3 | 1.6 | 3 | -1.4 | -1 | -0.5 | 3 | 1 | 1.4 | 1.3 |
